Screening results as filed in PubChem BioAssay.
KCNK9 inh: KCNK9 potassium channel inhibitors, primary screen, HEK293 cells, thallium flux; 310,000 tested, 1.2% active; B-score at 10 µM; AID 488922, 2010; FluxOR thallium flux fluorescence; active compounds read low; Potassium channel subfamily K member 9 (Homo sapiens), Q9NPC2;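 active means ratio B-score over 3 SD below the library mean, with starting fluorescence within 5 SD of its mean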;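 further: negative B-score means less thallium flux so channel inhibition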
RGS4 act: RGS4 potentiators or activators, primary screen, cell-based, HEK293 M3R inducible RGS4, calcium flux; 310,000 tested, 0.92% active; B-score at 10 µM; carbachol calcium flux Fluo4; active compounds read low; AID 463111, 2010;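 active means B-score of the integrated calcium signal more than 4 SD below the library mean, with starting fluorescence not abnormally high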;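 further: negative B-score means reduced calcium response which marks RGS4 activation or potentiation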
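System: HEK293 FlpIn-TREx cells, stable M3R, doxycycline-inducible RGS4. Timing: overnight RGS4 induction, 30 min dye load 37 °C, 20 min compound RT. Also added: carbachol, ECmax concentration. Measured by: Fluo4 fluorescence kinetic imaging of calcium. Evaluation: integrated calcium ratio converted to B score.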
HDAC3 inh: HDAC3 deacetylase inhibitors, primary screen, biochemical, fluorescence, cell-free homogeneous. Histone deacetylase 3 (Homo sapiens), O15379. 320,000 tested, 0.15% active. inhibition, % at 8.3 µM. recombinant HDAC3, fluorogenic peptide/trypsin coupled; in the data active means inhibition above about 26%, passing the limit was not always enough
KCNQ1 inh: inhibitors of human KCNQ1 channel, primary screen, cell-based, thallium flux, high-throughput; Potassium voltage-gated channel subfamily KQT member 1 (Homo sapiens), P51787; CHO-K1 KCNQ1, FluxOR thallium flux fluorescence; active compounds read high; B-score at 10 µM; 310,000 tested, 1.3% active;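 active means compounds whose thallium flux B-score, printed positive for inhibition, exceeds three library SD while starting fluorescence stays within three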;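 further: channel opened by potassium depolarization with thallium stimulus after 20 min compound exposure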
GSK3A inh: blockers of GSK3A enzyme activity – biochemical, luminescence, cell-free homogeneous, HTS, primary screen; Glycogen synthase kinase-3 alpha (Homo sapiens), P49840; GSK-3 alpha kinase, ADP-Glo luminescence, 60 min; inhibition, % at 10 µM; 320,000 tested, 0.1% active; AID 2650, 2010;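 in the data active means inhibition above about 50%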;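 further: GST-tagged GSK-3 alpha with peptide substrate and 25 µM ATP; 0% = DMSO neutral wells and 100% = GW8510 positive control wells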
KCNK3 block: human KCNK3 channel inhibitors, primary screen, CHO cells, FluxOR thallium flux, B-score; FluxOR fluorescence; active compounds read low; B-score at 10 µM; 340,000 tested, 0.84% active;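 active means B-score under library mean minus 4 SD, starting fluorescence ratio at most library mean plus 5 SD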;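 further: more negative B-score means stronger inhibition of thallium flux through KCNK3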
Target sequence (O14649 whole entry, looked up): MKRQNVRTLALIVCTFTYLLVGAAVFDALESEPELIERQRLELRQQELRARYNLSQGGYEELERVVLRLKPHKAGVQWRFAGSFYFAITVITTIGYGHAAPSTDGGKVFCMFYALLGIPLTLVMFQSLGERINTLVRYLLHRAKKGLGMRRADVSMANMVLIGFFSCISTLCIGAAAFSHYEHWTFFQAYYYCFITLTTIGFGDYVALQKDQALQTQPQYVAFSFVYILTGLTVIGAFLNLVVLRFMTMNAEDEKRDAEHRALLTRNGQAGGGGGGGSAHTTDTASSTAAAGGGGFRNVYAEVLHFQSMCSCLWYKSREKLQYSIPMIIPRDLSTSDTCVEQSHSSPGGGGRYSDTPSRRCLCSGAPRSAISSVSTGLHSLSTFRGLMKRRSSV
PolyA inh: polyadenylation inhibitors in yeast reporter cells, primary screen, luminescence, S. cerevisiae | 300,000 tested, 0.02% active | S. cerevisiae SKY197-pL101 polyadenylation reporter, beta-gal luminescence; efflux-impaired pdr1/pdr3 knockout yeast; score 100 = 6 SD above DMSO | AID 1875, 2009 | calls only at 12 µM;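 active means lowest replicate activity score at least 50, where 100 means six control SD above control mean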;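 further: yeast exposed to compound for 9 h at 30 °C; higher score means more reporter readthrough which indicates perturbed polyadenylation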
Dyrk1A ADPGlo: rat Dyrk1A kinase inhibitors, primary screen, biochemical, single point, plate reader; AID 504441, 2011; 310,000 tested, 0.43% active; ADP-Glo luminescence, NFATc1 peptide; Dual specificity tyrosine-phosphorylation-regulated kinase 1A (Rattus norvegicus), Q63470; inhibition, % at 12.5 µM; in the data active means inhibition above about 50%;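 further: plate controls were vehicle with enzyme for no effect and no enzyme for full effect; many of its hits are not listed in these tables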
KCNQ1 act: potentiators or activators of KCNQ1 channel, primary screen, cell-based, thallium flux, high-throughput; Potassium voltage-gated channel subfamily KQT member 1 (Homo sapiens), P51787; CHO-K1 KCNQ1, thallium flux FluxOR fluorescence; active compounds read high; B-score at 10 µM; 310,000 tested, 0.35% active;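 active means fluorescence ratio B-score, a plate-corrected score, at least three library SD, with initial intensity B-score within 5 SD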
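assay system = KCNQ1-transfected CHO-K1 cells | medium = assay buffer with matched DMSO | probe or stimulus = depolarizing K+/Tl+ stimulus, K2SO4 and Tl2SO4 each 12.5 mM in 5x stock | dosing = single dose | incubation = dye 90 min, compound 20 min, room temperature | detection = kinetic FluxOR fluorescence, 10 s baseline plus 110 s post-stimulus | evaluation = ratio B score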
GSK3B inh: human GSK3beta kinase inhibitors, primary screen, biochemical, cell-free homogeneous, HTS | 300,000 tested, 0.038% active | Glycogen synthase kinase-3 beta (Homo sapiens), P49841 | GST-GSK3beta kinase, ADP-Glo luminescence, 60 min; active compounds read low | activity score (negative = inhibition), % at 10 µM;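 active means more than half of replicate wells score below -50%, meaning over 50% inhibition versus plate controls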;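 further: 0% = median DMSO wells and -100% = median GW8510 positive control wells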
Target sequence (P49841 whole entry, looked up): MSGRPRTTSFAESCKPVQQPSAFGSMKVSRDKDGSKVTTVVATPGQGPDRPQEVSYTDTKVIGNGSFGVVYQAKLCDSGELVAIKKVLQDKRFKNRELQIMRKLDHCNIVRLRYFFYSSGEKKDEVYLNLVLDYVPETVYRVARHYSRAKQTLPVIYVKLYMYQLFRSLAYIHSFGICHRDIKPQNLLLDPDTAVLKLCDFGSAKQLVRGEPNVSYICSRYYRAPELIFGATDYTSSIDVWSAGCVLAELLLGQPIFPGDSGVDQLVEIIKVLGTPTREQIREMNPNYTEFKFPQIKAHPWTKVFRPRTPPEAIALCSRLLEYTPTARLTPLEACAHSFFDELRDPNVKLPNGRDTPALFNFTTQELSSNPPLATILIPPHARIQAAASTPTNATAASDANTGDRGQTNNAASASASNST
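Assay system: GST-fused GSK3beta enzyme, cell-free / Medium: Tris pH 7.5 buffer with MgCl2, DTT, BSA, heparin / Also added: peptide substrate plus 25 µM ATP (final) / Compound: 10 µM single point / Timing: kinase reaction with compound 60 min at room temperature / Detection: ADP-Glo luminescence / Benchmarks: DMSO neutral wells and GW8510 at 20 µM as positive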
hERG rescue: hERG rescue from dofetilide block, primary screen, cell-based, CHO-hERG, FluxOR thallium flux, dofetilide IC70; dofetilide IC70 present; activation (rescue from dofetilide block), less the hit threshold, % at 10 µM; 310,000 tested, 0.51% active; Voltage-gated inwardly rectifying potassium channel KCNH2 (Homo sapiens), Q12809;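 active means activation above the mean of controls blocked by dofetilide plus 5 SD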;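 further: thallium influx through hERG after potassium depolarization seen as dye fluorescence rise; in these data hits start at about 4.7%; inactives centre near -7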
* marks the source's active call; other numbers are inactive results; i = inactive; · = not tested or not shown. A portion of the library; the hit share may differ from the screen's.

Second line of a record: KCNK9 inh | RGS4 act | HDAC3 inh | KCNQ1 inh | GSK3A inh | KCNK3 block | PolyA inh | Dyrk1A ADPGlo | KCNQ1 act | GSK3B inh | hERG rescue
O=C(N=c1nc2ccccn2s1)c1ccccc1
  i | i | 3 | i | 2 | i | i | -11 | i | -2 | -4
Cn1nc(-c2ccc(Cl)cc2)cc1NC(=O)Nc1ccccc1
  i | i | -6 | i | 0 | i | i | 3 | i | 2 | -11
O=C(Nc1cccc(-c2cccc(Cl)c2)c1)C1CCN(Cc2ccc(CO)o2)CC1
  i | i | -3 | i | 1 | i | i | -5 | i | 2 | -31
COc1ccc(/C=C(\NC(=O)c2ccccc2)C(=O)NC2CCS(=O)(=O)C2)cc1 (centres undefined)
  i | i | 0 | i | -1 | i | i | -1 | i | -5 | -13
COCCN(C(=O)COC(=O)CSc1ccccc1)c1c(N)n(Cc2ccccc2)c(=O)[nH]c1=O
  i | i | -3 | i | 1 | i | i | 10 | i | -3 | -13
C/C(=N/NC(=O)c1cc(-c2ccccc2)nc2c(Cl)cccc12)c1cccnc1
  i | i | 6 | i | 0 | i | i | 2 | i | -6 | -10
COC(=O)c1ccccc1NC(=S)N1CCOCC1
  i | i | -6 | i | 0 | i | i | 13 | i | -1 | -9
CCOC(=O)c1cnc(Nc2nc3ccccc3o2)nc1CSC(=S)N1CCCCC1
  i | i | -4 | i | 0 | i | i | -9 | i | 0 | -6
Oc1ccc(Cl)cc1CNCC1CCCO1 (centres undefined)
  i | i | -3 | i | -1 | i | i | -1 | i | 0 | -9
N#Cc1nc(Cl)c(Cl)c(NN)c1Cl
  i | i | 3 | i | -3 | i | i | -2 | i | 2 | -2
c1ccc(-c2nnc(CN3CCCc4ccccc43)o2)cc1
  i | i | -6 | i | -2 | i | i | -2 | i | -2 | -8
Cc1ccc(-n2c(CNc3ccc(F)cc3)nnc2SCC(=O)N2CCCC2)cc1
  i | i | -2 | i | 0 | i | i | 2 | i | 2 | -14
Cc1ccc(CNC(=O)CN(Cc2cccs2)C(=O)C2(C)CC(=O)N=C3C=CC=CN32)cc1 (centres undefined)
  i | i | -33 | i | 0 | i | i | 10 | i | 2 | -3
Cc1nc(SCc2ccc(Cl)c(Cl)c2)n[nH]1
  i | i | 0 | i | 0 | i | i | 8 | i | -2 | -9
COC(=O)COc1ccc(=O)n(-c2ccccc2)n1
  i | i | 1 | i | 3 | i | i | -7 | i | 4 | -10
O=CN1CCN(C(=O)c2ccccc2Cl)CC1
  i | i | 7 | i | -3 | i | i | -2 | i | 4 | -8
O=C(NCc1cc(C(F)(F)F)cc(C(F)(F)F)c1)C1CC(c2cccc([N+](=O)[O-])c2)=NO1 (centres undefined)
  i | i | 2 | i | 0 | i | i | 2 | i | 2 | -10
N#C/C(=C\Nc1ccc2cn[nH]c2c1)c1nc(-c2ccccc2)cs1
  i | i | · | i | · | i | i | 2 | i | -5 | -15
C=C1C(O)C[C@H]2C(=C)CCC3[C@H](OC(=O)[C@]3(O)CO)[C@@H]12 (some centres undefined)
  i | i | -1 | i | 1 | i | i | 6 | i | 2 | -5
CCOC(=O)C1CCCc2c1[nH]c1c(C(=O)O)cccc21 (centres undefined)
  i | i | -4 | i | -3 | i | i | 17 | i | -1 | -2
Cn1nnnc1SCCNCc1cccc2ccccc12
  i | i | 0 | i | 1 | i | i | 1 | i | -1 | -15
CC(C)=CCC12Oc3cc(O)ccc3C1(O)Oc1cc3c(c(O)c1C2=O)C=CC(C)(C)O3 (centres undefined)
  -8.3* | -7.3* | 5 | i | -5 | · | i | · | i | -3 | -6
COc1ccc(-c2noc3c2-c2nc(-c4c(F)cccc4F)sc2CC3)cc1
  i | i | 10 | i | 7 | i | i | 11 | i | -1 | -9
Clc1cccc(Nc2nc(-c3ccncc3)nc3ccccc23)c1
  i | i | -10 | i | 1 | i | i | -1 | i | -2 | -2
C=CCNc1nc(Nc2ccccc2F)nc(OCC)n1
  i | i | -7 | i | -1 | i | i | -2 | i | 4 | -8
O=C1COc2ccccc2N1Cc1ccccc1Cl
  i | i | 4 | i | -3 | i | i | -4 | i | 2 | -14
C#CCOCCOCCOCCNc1nc(N2CCN(C(=O)[C@H](Cc3cc4ccccc4[nH]3)n3cc([C@@H](N)C(C)CC)nn3)CC2)nc(N2CCN(C(=O)[C@H](CCCCN)n3cc([C@@H](N)CO)nn3)CC2)n1 (some centres undefined)
  i | i | -4 | i | 6 | · | i | · | i | -7 | -5
CCOC(=O)C1CN(S(=O)(=O)c2ccc(C)cc2)CCN1S(=O)(=O)c1ccc(C)cc1 (centres undefined)
  i | i | 1 | i | 0 | i | i | -7 | i | 2 | 0
CCN(CC(=O)NCc1cccs1)C(=O)c1cc(S(=O)(=O)N2CCOCC2)ccc1C
  i | i | -5 | i | -4 | i | i | -9 | i | -4 | -13
Nc1ccnn1Cc1ccc(Br)s1
  i | i | -11 | i | 0 | i | i | -1 | i | 2 | -9

Quoted from the listing.
`Cn1nc(-c2ccc(Cl)cc2)cc1NC(=O)Nc1ccccc1` @ hERG rescue: -11
`Cn1nnnc1SCCNCc1cccc2ccccc12` @ HDAC3 inh: 0

Following part:
Second line of a record: KCNK9 inh | RGS4 act | HDAC3 inh | KCNQ1 inh | GSK3A inh | KCNK3 block | PolyA inh | Dyrk1A ADPGlo | KCNQ1 act | GSK3B inh | hERG rescue
OCCOCCn1c(C(CO)Nc2nc(-c3ccccc3Br)cs2)nc2ccccc21 (centres undefined)
  i | i | -3 | i | -2 | i | i | 5 | i | 2 | -7
CCOC(=O)c1nnc(-c2ccccc2)nc1Sc1c(Cl)cccc1Cl
  i | i | 0 | i | -3 | i | i | 0 | i | 4 | -9
COc1ccc(NS(=O)(=O)c2ccc3oc(=O)c4[nH]c(=O)c(=O)n(C)c4c3c2)cc1
  i | i | -5 | i | 4 | i | i | 3 | i | -4 | -8
COc1cc(S(=O)(=O)Nc2ccc(C)cc2)ccc1NC(=O)c1ccncc1
  i | i | -3 | i | 3 | i | i | 1 | i | -3 | -3
CCCOc1ccc(N2CC(C(=O)Nc3ccccn3)CC2=O)cc1 (centres undefined)
  i | i | -5 | i | 4 | i | i | 1 | i | -3 | -6
COc1ccc(OC)c(S(=O)(=O)N(C)CC(=O)N2CCOCC2)c1
  i | i | -4 | i | -4 | i | i | 0 | i | 1 | -8
COc1ccc(C(=O)CCN2CCN(c3ccccc3F)CC2)cc1
  i | i | · | i | -5 | i | i | -4 | i | 3 | -16
CC(NC(=O)c1ccccc1NC(=O)CN1CCc2ccccc2C1)c1ccccc1 (centres undefined)
  i | i | 4 | i | -1 | i | i | 3 | i | -3 | -10
CCCc1nc2ccccc2c(=O)n1CCc1ccccc1
  i | i | 4 | i | -2 | i | i | 6 | i | -1 | -5
Cc1ccccc1CN1CCN(C(=O)c2ccco2)CC1
  i | i | -3 | i | -1 | i | i | -1 | i | 1 | -2
Cc1ccccc1Nc1nc(N)nc(CSc2ccc(F)cc2)n1
  i | i | -2 | i | -2 | i | i | 0 | i | 4 | -9
Cc1ccc(-n2c(SCC(=O)N3CCOCC3)nnc2-c2cccnc2)cc1C
  i | i | 3 | i | -5 | i | i | -6 | i | 0 | -1
CN1CCc2c(sc(NC(=O)C3CCCCC3)c2C(N)=O)C1
  i | i | -1 | i | -2 | i | i | 1 | i | 1 | -7
C=CCNC(=S)NNC(=O)c1ccc(Br)o1
  i | i | 4 | i | 0 | i | i | 1 | i | 3 | -2
COc1ccc(N(CC(=O)N/N=C/c2ccccc2OC)S(=O)(=O)c2ccccc2)cc1
  i | i | 3 | i | -1 | i | i | -3 | i | 2 | -6
COC(=O)c1ccc(/C=N/n2c(C)nc3ccccc3c2=O)cc1
  i | i | -5 | i | 0 | i | i | 4 | i | -1 | -4
CCCCn1c(SCC(=O)c2ccc3c(c2)OCCO3)nnc1-c1ccoc1C
  i | i | 5 | i | -24 | i | i | -1 | i | 3 | -7
CC(C)[C@H](NC(=O)C1CC(=O)N(c2ccc(F)cc2)C1)C(=O)N1CCCCC1 (some centres undefined)
  i | i | -4 | i | -4 | i | i | -3 | i | -4 | -6
CCOc1ccc(NC(=S)N(CCN2CCOCC2)Cc2ccc3c(c2)CCCN3CC)cc1
  i | i | 7 | i | 0 | i | i | 8 | i | -1 | -6
COc1ccccc1N1CCN(Cc2nc3ccccc3[nH]2)CC1
  i | i | -2 | i | -4 | i | i | 12 | i | 0 | -9
Cc1ccc(C)c(C(=O)C(C)OC(=O)CN2C(=O)NC3(CC(C)CC(C)(C)C3)C2=O)c1 (centres undefined)
  i | i | 7 | i | -1 | i | i | 0 | i | -2 | -10
C=CCNC(=S)NNC(=O)COc1ccc(Cl)cc1Cl
  i | i | -3 | i | 7 | i | i | 4 | i | 1 | -8

Reformatted with each value named: part of the list above.
smiles: CCCCn1c(SCC(=O)c2ccc3c(c2)OCCO3)nnc1-c1ccoc1C
  KCNK9 inh: i	RGS4 act: i	HDAC3 inh: 5	KCNQ1 inh: i	GSK3A inh: -24	KCNK3 block: i	PolyA inh: i	Dyrk1A ADPGlo: -1	KCNQ1 act: i	GSK3B inh: 3	hERG rescue: -7

smiles: C=CCNC(=S)NNC(=O)c1ccc(Br)o1
  KCNK9 inh: i	RGS4 act: i	HDAC3 inh: 4	KCNQ1 inh: i	GSK3A inh: 0	KCNK3 block: i	PolyA inh: i	Dyrk1A ADPGlo: 1	KCNQ1 act: i	GSK3B inh: 3	hERG rescue: -2
